# DAGLB inh = DAGLB lipase inhibitors, primary screen, biochemical, fluorescence, HTS; Diacylglycerol lipase-beta (Homo sapiens), Q8NCG7; HEK293T DAGLB membrane lysate, EnzChek fluorogenic substrate; inhibition, % at 5.17 µM; actives 0.059% (n = 340,000); AID 504411, 2011; in the data active = inhibition above about 34%;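 also: 0% = enzyme with vehicle and 100% = wells lacking enzyme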
# Target sequence (Q8NCG7 whole entry, looked up): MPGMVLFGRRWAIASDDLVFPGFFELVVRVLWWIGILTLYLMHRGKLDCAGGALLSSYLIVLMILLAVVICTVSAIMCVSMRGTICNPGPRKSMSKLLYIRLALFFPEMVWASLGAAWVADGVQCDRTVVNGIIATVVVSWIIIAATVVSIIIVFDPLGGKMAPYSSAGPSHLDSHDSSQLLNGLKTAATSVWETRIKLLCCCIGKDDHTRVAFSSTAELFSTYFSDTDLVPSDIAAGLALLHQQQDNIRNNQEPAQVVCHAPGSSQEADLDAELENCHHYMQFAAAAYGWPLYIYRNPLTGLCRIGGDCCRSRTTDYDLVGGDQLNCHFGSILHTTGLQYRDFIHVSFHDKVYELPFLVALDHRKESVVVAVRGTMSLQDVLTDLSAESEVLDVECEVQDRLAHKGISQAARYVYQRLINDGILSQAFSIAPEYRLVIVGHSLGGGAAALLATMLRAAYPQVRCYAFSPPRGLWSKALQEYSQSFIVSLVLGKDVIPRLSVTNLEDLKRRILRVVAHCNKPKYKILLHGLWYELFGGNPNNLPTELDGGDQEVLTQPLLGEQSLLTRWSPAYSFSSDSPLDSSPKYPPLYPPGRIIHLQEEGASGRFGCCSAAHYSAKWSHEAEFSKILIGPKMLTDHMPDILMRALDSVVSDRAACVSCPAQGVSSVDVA
# MOR-DOR inv ag = inverse agonists of MOR-DOR heterodimerization, primary screen, cell-based, luminescence. Mu-type opioid receptor (Homo sapiens) + Delta-type opioid receptor (Homo sapiens), …. cell-based MOR-DOR heterodimer luminescence, inverse agonism. inhibition, % at 9.3 µM. actives 0.21% (n = 340,000). AID 504357, 2011; in the data active = inhibition above about 22%, passing the limit was not always enough;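 also: 0% = cells with DMSO and 100% = wells without cells with DMSO; values of inactives mirror those of a sister screen read the other way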
# Arrestin-AP2 inh = inhibitors of beta-arrestin/AP2 binding, primary screen, biochemical, GPCR trafficking, flow cytometry; beta-arrestin 1 C-terminal peptide binding to AP2 beta2-adaptin appendage (human); FITC-arrestin peptide / GST-AP2 beads; AP2 beta2 appendage carries R879A mutation; inhibition, % at 10 µM; actives 0.31% (n = 340,000); AID 504490, 2011;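 active = inhibition above a set limit, near 3 SD of compounds lacking own fluorescence, cut at about 54% in these data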;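 also: plate controls were DMSO wells for no effect and 5 µM unlabelled arrestin peptide for full effect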
#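 test system = AP2 appendage R879A on GSH beads | buffer or medium = PBS plus Tween 20 (0.05%) and BSA (0.1%) | incubation = 12 min plus 1 h, RT | detection = bead flow cytometry, FITC channel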
# Pemphigus Ab inh = inhibitors of pemphigus antibody binding to DSG3, primary screen, biochemical, bead-based, flow cytometry, scFv-GFP; Desmoglein-3 (Homo sapiens), P32926; actives 0.48% (n = 310,000); DSG3-coupled beads, scFv-anti-DSG3-GFP binding; hits give low values; binding (percent of control), % at 10 µM;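 active = binding more than 3 SD below its plate's average and above zero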;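 also: hits lower antibody fragment binding to DSG3; some compounds called inactive have numbers as strong as hits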
# OPRM1-OPRD1 ag = agonists of OPRM1-OPRD1 heterodimerization, primary screen, cell-based, luminescence; cells; activation, % at 9.3 µM; actives 0.3% (n = 340,000); AID 504326, 2011; in the data active = activation above about 18%;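 also: 0% = vehicle-treated cells and 100% = reference agonist; values of inactives mirror those of a sister screen read the other way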
# PKA-R1A activ = activators of PKA-R1A holoenzyme, primary screen, biochemical, fluorescence polarization, Cy5-IP20, bovine R1A, mouse PKAc | PKA-R1A dissociation; scaled: DMSO 0%, 113 µM cGMP 100% | activation, % at 11.4 µM | actives 0.083% (n = 340,000) | AID 504707, 2011;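 active = percent activation above the mean of all tested compounds plus 3 SD, cut at about 19% in these data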;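 also: higher means more PKAc released from R1A so a rise in polarization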
# V-ATPase pHluor = regulators of yeast V-ATPase proton pumping, primary screen, pHLuorin cytosolic pH fluorescence; S. cerevisiae; response, % at 10 µM; actives 0.37% (n = 350,000); AID 504577, 2011; in the data active = response mostly above about 7.3%, no sharp cut-off; inactive = mostly below about 5.4%; also: actives read high; inactives centre near 0; some compounds called inactive have numbers as strong as hits; reference of the scale not given here
# HTR5A inv ctr = HTR5A inverse agonists in luminescence cell assay, primary screen, counter-screen for OPRM1-OPRD1 heterodimer inverse agonist project, full-deck HTS; inhibition, % at 9.3 µM; 5-hydroxytryptamine receptor 5A (Homo sapiens), P47898; HTR5A cell line, inverse agonism; actives 0.083% (n = 340,000); in the data active = inhibition mostly above about 23%, no sharp cut-off; inactive = mostly below about 18%;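 also: 0% = cells with DMSO and 100% = no-cell wells with DMSO; some compounds called inactive have numbers as strong as hits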
# PKA-R2B activ = activators of PKA-R2B holoenzyme, primary screen, biochemical, fluorescence polarization, Cy5-IP20, human; cAMP-dependent protein kinase catalytic subunit beta (Homo sapiens) + cAMP-dependent …; PKA-R2B holoenzyme dissociation; R2B truncated from residue 108, S112A mutant; 0% DMSO only, 100% 113 µM cGMP; activation, % at 11.4 µM; actives 0.079% (n = 340,000); AID 504700, 2011;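 active = activation above a cutoff set at the mean over all compounds plus 3 SD, cut at about 18% in these data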;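 also: higher means more holoenzyme dissociation and a rise in polarization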
# Target sequence (P31323 whole entry, looked up, other chains not shown, the tested form may be a part): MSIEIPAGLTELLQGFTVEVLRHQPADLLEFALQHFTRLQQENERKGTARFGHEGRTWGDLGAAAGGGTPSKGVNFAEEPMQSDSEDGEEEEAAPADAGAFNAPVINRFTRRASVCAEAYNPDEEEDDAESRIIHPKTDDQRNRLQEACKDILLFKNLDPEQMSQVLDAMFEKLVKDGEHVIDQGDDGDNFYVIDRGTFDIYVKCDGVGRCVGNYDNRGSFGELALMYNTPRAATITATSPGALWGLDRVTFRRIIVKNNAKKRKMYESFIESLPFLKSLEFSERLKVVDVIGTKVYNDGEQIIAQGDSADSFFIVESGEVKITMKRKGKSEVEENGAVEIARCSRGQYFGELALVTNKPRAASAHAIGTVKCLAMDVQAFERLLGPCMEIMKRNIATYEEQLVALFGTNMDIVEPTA
# HTR5A ag = HTR5A agonists in luminescence cell assay, primary screen, counter-screen for OPRM1-OPRD1 heterodimer agonist project, full-deck HTS; 5-hydroxytryptamine receptor 5A (Homo sapiens), P47898; cell-based; activation, % at 9.3 µM; actives 0.61% (n = 340,000); AID 504692, 2011; in the data active = activation mostly above about 9.5%, no sharp cut-off; inactive = mostly below about 7.6%;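 also: 0% = cells with vehicle only and 100% = reference agonist; strong numbers were not always called active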
# Starred values were filed as active, the others as inactive; x = no result given.
SMILES,DAGLB inh,MOR-DOR inv ag,Arrestin-AP2 inh,Pemphigus Ab inh,OPRM1-OPRD1 ag,PKA-R1A activ,V-ATPase pHluor,HTR5A inv ctr,PKA-R2B activ,HTR5A ag
O=C(NNC(=O)c1cnccn1)c1ccc(Cl)cc1,2,14,7,115,-2.7,0,-1,-9,2,6
CCCCOC(=O)c1ccc(Nc2ncnc3nc[nH]c23)cc1,-1,-10,33,108,1.7,2,0,4,6,-1
Cc1cccc(-c2nnc(-c3ccc(N)cc3)o2)c1,1,-10,7,x,1.7,0,-6,4,-6,1
CCOC(=O)N1CCN(C(=O)C2CCN(S(=O)(=O)c3ccc(C)cc3)CC2)CC1,-2,13,8,96,-2.6,0,4,-24,2,4
CCCN(CC(=O)Nc1ccccc1C)CC(=O)Nc1ccc(Br)cc1F,-2,-14,5,87,2.9,-3,-1,-14,-9,4
CCC1CSC(Nc2ccc(C(=O)/C=C/c3ccc(Br)cc3)cc2)=N1 (configuration not stated),6,-3,-1,89,0.6,8,0,-9,-2,0
CC(OC(=O)/C(C#N)=C/c1ccc(N(C)C)cc1)C(=O)N(C)c1ccccc1 (configuration not stated),-11,-9,-25,115,1.7,3,1,-7,-2,3
O=C(Nc1nnc(C2CC2)s1)c1ccco1,-2,14,-5,99,-2.4,-1,0,-7,-10,3
Cc1ccc2nc(C)c(C(=O)N/N=C/c3ccc(C(=O)O)cc3)cc2c1,-2,17,9,108,-3.0,0,0,10,3,-4
COC(=O)C(Cc1c[nH]c2ccccc12)NC(=O)c1cncc(Br)c1 (configuration not stated),1,-15,33,100,3.1,-1,-4,-35,0,9
CC1CCCC(C)N1CCNC(=O)Cn1nc(-c2ccccc2)ccc1=O (configuration not stated),-1,5,1,102,-0.8,3,1,-10,-4,4
Cn1c(SCc2cccc(Cl)c2)nc(C(F)(F)F)cc1=O,-9,-41,-3,96,7.7,-8,1,-30,-5,-2
COc1ccc(Cl)cc1NC(=O)CSc1nc(NS(=O)(=O)c2ccccc2)cc(=O)[nH]1,10,7,-5,109,-1.3,6,1,-16,-1,6
COCCN(Cc1cc2cc3c(cc2nc1Cl)OCO3)C(=O)Nc1ccccc1OC,1,-13,-4,101,2.2,1,-1,10,-19,2
O=C(O)c1ccc(S(=O)(=O)NCC2CCCO2)cc1 (configuration not stated),0,7,-6,94,-1.5,-4,-1,9,0,-3
CC(=O)Nc1ccc(C)cc1NC(C)=O,0,4,0,79,-0.8,3,-5,-2,-15,-1
CCN(CC)S(=O)(=O)c1ccc(/C=C/C(=O)OCC(=O)NCc2ccc3c(c2)OCO3)cc1,0,10,-19,103,-1.9,-9,0,-7,-6,2
Cc1ccc(S(=O)(=O)N2CCN(CC(=O)NC(=O)NCc3ccccc3)CC2)cc1C,-1,-3,31,91,0.6,-4,4,14,-5,-3
COc1ccc(N(C(=O)Cc2cccs2)C(C(=O)NC2CCCCC2)c2cccn2C)cc1OC (configuration not stated),1,22,16,101,-4.1,-19,-3,7,-13,2
O=C(COc1ccc(Cl)cc1)NC(=S)Nc1ccccc1N1CCOCC1,-10,8,-4,118,-1.5,-11,3,-7,-12,4
Cc1ccc2oc(=O)c3cnn(CC(=O)Nc4ccccc4N4CCN(C)CC4)c3c2c1,1,6,0,84,-1.0,5,-1,19,0,4
COc1ccc(C(=O)Nc2nccs2)cc1[N+](=O)[O-],0,6,8,82,-1.0,-16,4,20,-3,-8
Cc1ccc(C2(C)NC(=O)N(CC(=O)NC3CCCCC3)C2=O)cc1 (configuration not stated),3,-10,-2,106,1.6,-4,-3,7,1,-5
O=C1CC(c2c(F)cccc2Cl)C2=C(COC2=O)N1 (configuration not stated),3,12,22,x,-2.5,-9,-1,-1,-2,0
O=C(NCC(=O)N1CCN(C(=O)c2ccco2)CC1)c1ccccc1,1,13,5,103,-1.9,-11,-3,-18,-10,-2

# Brought forward from above: 2 compounds, then new ones.
SMILES,DAGLB inh,MOR-DOR inv ag,Arrestin-AP2 inh,Pemphigus Ab inh,OPRM1-OPRD1 ag,PKA-R1A activ,V-ATPase pHluor,HTR5A inv ctr,PKA-R2B activ,HTR5A ag
O=C1CC(c2c(F)cccc2Cl)C2=C(COC2=O)N1 (configuration not stated),3,12,22,x,-2.5,-9,-1,-1,-2,0
O=C(NCC(=O)N1CCN(C(=O)c2ccco2)CC1)c1ccccc1,1,13,5,103,-1.9,-11,-3,-18,-10,-2
O=C(CSc1nnc(COc2ccccc2Cl)o1)NC(=O)NCc1ccco1,6,8,16,98,-1.6,-2,-1,-2,-5,6
CC(NS(=O)(=O)c1ccc(Br)s1)c1ccccc1 (configuration not stated),-7,-7,31,101,1.4,4,3,7,10,-2
CCOC(=O)Nc1cccc(OCC(=O)Nc2ccc(OC)cc2OC)c1,-6,-6,8,106,1.2,-9,-1,-44,6,7
Nc1cc(C(=O)OCC(=O)NNC(=O)c2ccccc2F)ccc1Cl,0,3,-10,95,-0.6,2,3,6,5,-2
COc1cccc(NC(=O)OCCN2CCN(Cc3ccccc3)CCC2=O)c1,0,13,-4,x,-2.4,0,0,-17,-3,7
Cc1ccc(NC(=O)CCn2nnc3ccccc32)cc1,-2,11,8,97,-2.1,0,-2,15,3,4
O=C(O)CCc1ccc(-c2ccc(F)cc2)n1Cc1ccco1,0,6,1,101,-1.1,1,1,-32,-8,12
CC(=NNc1ccc([N+](=O)[O-])cn1)c1ccc(N)cc1,15,25,35,119,-5.1,-3,0,8,-7,-2
O=c1c2nnn(-c3ccc(Cl)cc3)c2ncn1Cc1ccccn1,-1,12,14,111,-2.5,2,-4,15,-7,-2
Cc1cc(C)nc(NC(=O)CSc2nn(-c3ccccc3)c(=S)s2)n1,-11,0,4,108,0.0,-3,4,-13,-8,0
CN(c1cccc(NC(=O)c2ccc(N(C)S(=O)(=O)c3ccccc3)cc2)c1)S(C)(=O)=O,1,0,-9,100,0.0,-2,-2,14,-10,-2
Cc1nc2cc(-c3ccc(Br)cc3)[nH]n2c(=O)c1Cl,5,5,0,92,-1.1,-6,0,8,-7,-2
O=C(NC1CCCN(CCc2ccccc2)C1)c1c[nH]c2ccccc12 (configuration not stated),-1,9,37,117,-1.8,-6,-2,-7,-2,2
FC(F)(F)c1cccc(Oc2cc(C(F)(F)F)nc(-c3ccccn3)n2)c1,-3,10,4,x,-1.9,-4,-4,11,7,-4
COc1ccc(C(C(=O)NC2CCCC2)N(C(=O)c2snc(-c3ccc(F)cc3)c2N)c2ccc(F)cc2)cc1 (configuration not stated),-4,-5,-7,96,1.0,0,2,-8,3,0
Cc1ccccc1N1CCN(C2CCCN(C(=O)c3cn4cccc(C)c4n3)C2)CC1 (configuration not stated),3,12,1,x,-2.4,-5,-6,11,0,0
CCOC(=O)C1(CC/C(C)=N\NC(N)=O)CC(C)(C)OC1=O (configuration not stated),0,24,-1,78,-4.7,-9,4,-3,-6,-1
CCOc1ccccc1NC(=S)NCCc1ccccc1,-1,-9,-5,104,1.3,-4,x,4,-3,2
COC(=O)Nc1cc([N+](=O)[O-])ccc1OC,0,-1,6,100,0.1,-2,0,-16,3,0
COC(=O)CC1=Nc2ccccc2NC(=O)C1,1,14,21,102,-2.3,3,-3,12,4,1
COc1ccc(NC(=O)c2cccc(S(=O)(=O)N3CCN(c4ccccc4)CC3)c2)c(OC)c1,0,12,-5,104,-3.1,-4,-2,3,-1,6
Cc1cc2nc(CCN(C(=S)NCC3CCCO3)C3CCCC3)[nH]c2cc1C (configuration not stated),-1,-4,32,107,0.8,-2,0,14,-1,0
CCc1ccccc1NC(=O)CC1CS(=O)(=O)CC1CC(=O)Nc1ccccc1CC (configuration not stated),2,23,-7,81,-4.5,4,-3,-13,1,4
Cc1ccc(-n2nc(C)cc2Nc2ncc(Cl)cc2Cl)cc1,-4,-16,-14,106,3.5,3,0,14,-10,1
O=c1[nH]c(CSc2nnc(Nc3ccccc3)s2)nc2ccccc12,28,-20,9,108,3.8,1,-1,-4,-3,-5

# As entered above:
# For PKA-R1A activ, `Cc1ccccc1N1CCN(C2CCCN(C(=O)c3cn4cccc(C)c4n3)C2)CC1` (configuration not stated) is listed with -5
# For V-ATPase pHluor, `Cc1ccc2nc(C)c(C(=O)N/N=C/c3ccc(C(=O)O)cc3)cc2c1` is listed with 0
# For DAGLB inh, `CC(OC(=O)/C(C#N)=C/c1ccc(N(C)C)cc1)C(=O)N(C)c1ccccc1` (configuration not stated) is listed with -11

# Other entries follow.
SMILES,DAGLB inh,MOR-DOR inv ag,Arrestin-AP2 inh,Pemphigus Ab inh,OPRM1-OPRD1 ag,PKA-R1A activ,V-ATPase pHluor,HTR5A inv ctr,PKA-R2B activ,HTR5A ag
Cn1cc(C(=O)Nc2cccc(F)c2)cn1,-2,4,10,x,-0.9,-20,-5,0,-2,-2
COc1cc2c(cc1NC(=O)/C=C/c1ccccc1)oc1ccccc12,-7,-12,-2,100,1.9,-7,0,-28,2,11
Cc1ccc(C(=O)NCC(=O)OCCOc2cccc(Cl)c2)cc1,-1,9,4,98,-1.4,-10,-1,-8,10,3
COC(=O)c1sccc1NC(=S)N1CCN(c2ccccc2)CC1,-16,-13,8,101,2.5,7,-2,-12,-7,6
Cc1ccc(CNC(=O)C2CCCN2C(=O)Nc2ccccc2)cc1 (configuration not stated),-1,5,-6,118,-1.0,-1,3,13,-9,-4
O=[N+]([O-])c1cc(C(F)(F)F)ccc1-n1nnc2ccccc21,-2,2,20,120,-0.3,-7,0,-16,-2,0
Cc1ccc(CNC(=O)COC(=O)c2ccc(S(=O)(=O)N3CCOCC3)cc2)cc1,0,14,2,94,-2.7,-12,0,-2,-12,0
COc1ccc(C2(C)NC(=O)N(CC(=O)Nc3ccc(S(=O)(=O)N4CCCC4)cc3)C2=O)cc1 (configuration not stated),0,2,-20,98,-0.3,2,-1,14,6,-6
CCOC(=O)C1C(c2ccc(Cl)cc2)NC(=S)NC1(O)C(F)(F)F (configuration not stated),-2,3,-3,98,-0.7,6,2,-3,2,2
c1ccc(-c2ccc(-c3ccccc3)[nH]2)cc1,0,-44,5,92,8.7,-7,6,-23,0,6
CCOc1ccccc1NC(=O)Cn1nnc(C(=O)NCc2ccc3c(c2)OCO3)c1N,0,9,0,x,-1.6,-4,1,17,6,-5
COCCCN(Cc1cccs1)S(=O)(=O)c1csc(C(N)=O)c1,4,11,1,99,-2.0,-16,-2,8,-1,-2
COc1ccc2oc(C(=O)OCC(=O)Nc3ccc(C(=O)N(C)C)cc3)c(C)c2c1,-1,10,0,106,-3.0,6,-4,-16,-11,0

# High-throughput results: PubChem BioAssay, several laboratories
